PLC-gamma1 inh: PLC-gamma1 enzyme inhibitors, primary screen, biochemical, fluorescence, purified enzyme; 1-phosphatidylinositol 4,5-bisphosphate phosphodiesterase gamma-1 (Homo sapiens), P19174; actives 0.84% (n = 370,000); AID 720700, 2013; inhibition, % at 12.2 µM; fluorogenic substrate; in the data active = inhibition above about 9.5%
ADAM10 inh: human ADAM10 inhibitors, primary screen, biochemical, QFRET, HTS; recombinant ADAM10, EDANS/DABCYL FRET peptide cleavage, 3 h; inhibition, % at 7 µM; actives 0.62% (n = 370,000); AID 720582, 2013; Disintegrin and metalloproteinase domain-containing protein 10 (Homo sapiens), O14672;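 active = inhibition above a per-campaign cutoff equal to the mean of compounds falling between control-based bounds plus 3 SD, cut at about 20% in these data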;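 note: 0% = DMSO wells while the 100% control is not disclosed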
Target sequence (O14672 214-748 limits assumed): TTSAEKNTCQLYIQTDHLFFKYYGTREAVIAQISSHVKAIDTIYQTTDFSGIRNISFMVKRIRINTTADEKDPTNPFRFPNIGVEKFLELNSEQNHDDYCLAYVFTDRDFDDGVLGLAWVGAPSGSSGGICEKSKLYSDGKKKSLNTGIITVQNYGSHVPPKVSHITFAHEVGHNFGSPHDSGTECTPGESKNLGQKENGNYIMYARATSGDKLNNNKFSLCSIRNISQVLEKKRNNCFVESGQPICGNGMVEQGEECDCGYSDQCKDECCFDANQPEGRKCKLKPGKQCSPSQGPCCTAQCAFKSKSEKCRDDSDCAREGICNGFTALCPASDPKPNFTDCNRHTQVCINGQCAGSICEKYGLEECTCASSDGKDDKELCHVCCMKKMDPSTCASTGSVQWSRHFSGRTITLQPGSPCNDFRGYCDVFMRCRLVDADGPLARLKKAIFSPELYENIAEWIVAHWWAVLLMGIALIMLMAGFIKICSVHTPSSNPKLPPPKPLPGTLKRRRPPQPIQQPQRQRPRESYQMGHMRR
Tn7 DDE FP: inhibitors of Tn7 peptide binding to fibrin DD(E), primary screen, biochemical, fluorescence polarization, human fibrin, Tn7 probe; FP displacement of FITC-Tn7 peptide from fibrin DD(E); 0% = median of compound wells per plate; inhibition, % at 8.3 µM; actives 0.13% (n = 370,000);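 active = inhibition above the mean of compounds falling within the control limits plus 3 SD of them, cut at about 14% in these data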;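 note: 0% = plate median of compound wells and 100% = 10 µM Aha-Tn7 peptide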
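Assay system: human fibrin DD(E). Input: DD(E) 2 µM final. Medium: Tris buffer with calcium and detergent, pH 7.8. Compound dosing: single point at 8.3 µM. Timing: 10 min plus 3 h, room temperature. Technique: fluorescence polarization of the labelled Tn7 tracer. Read-out: percent inhibition. Replicates: singlicate testing.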
PLC-beta3 inh: human PLC-beta3 inhibitors, primary screen, biochemical, fluorescence | 1-phosphatidylinositol 4,5-bisphosphate phosphodiesterase beta-3 (Homo sapiens), Q01970 | Purified PLC-beta3, fluorogenic substrate | inhibition, % at 12.2 µM | actives 0.18% (n = 370,000) | AID 720704, 2013; in the data active = inhibition above about 11%;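 note: 0% = median of compound wells on plate and 100% = full blocker control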
SIAE primary: human SIAE inhibitors, primary screen, biochemical, fluorescence polarization, FP-Rh probe, 1536-well HTS | Sialate O-acetylesterase (Homo sapiens), Q9HAT2 | AID 1053197, 2014 | SIAE FP-Rh probe binding | actives 0.69% (n = 370,000) | inhibition, % at 9.66 µM;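 active = inhibition above a cutoff: mean of compounds within the control limits plus 3 SD of those, cut at about 17% in these data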;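 note: 0% = plate median of compound wells and 100% = probe without SIAE protein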
ARFGAP1 inhibitor: inhibitors of rat ARFGAP1 GAP activity, primary screen, biochemical, fluorescence polarization, GDP tracer. ADP-ribosylation factor GTPase-activating protein 1 (Rattus norvegicus), Q62848. Arfgap1-stimulated ARF1 GTP hydrolysis, GDP FP detection. inhibition, % at 16.5 µM. actives 0.26% (n = 360,000);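 active = inhibition above a per-plate limit, mean inhibition of low control wells plus 3 SD, cut at about 25% in these data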;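 note: 0% = DMSO wells with enzyme and 100% = wells lacking Arfgap1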
Target sequence (Q62848 1-136 limits assumed): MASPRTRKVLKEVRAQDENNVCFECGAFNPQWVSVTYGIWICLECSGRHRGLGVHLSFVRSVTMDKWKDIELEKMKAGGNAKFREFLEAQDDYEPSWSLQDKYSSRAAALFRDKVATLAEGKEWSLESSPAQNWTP
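Replicates: Single well per compound | Assay system: Truncated rat Arfgap1 GAP domain | Control set: No-Arfgap1 wells (100%) versus DMSO full-reaction wells (0%) | Times: Enzyme reaction 120 min at 25 °C after 20 min preincubation | Reagent: Human ARF1(Δ1-17)-GTP substrate | Measured by: Tracer-displacement fluorescence polarization with EDTA stop, 620/688 nm | Measure: Percent inhibition of Arfgap1-stimulated GTP hydrolysis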
TDP2 inh: human TDP2 enzyme inhibitors, primary screen, biochemical, epi absorbance, recombinant enzyme | Tyrosyl-DNA phosphodiesterase 2 (Homo sapiens), O95551 | actives 0.34% (n = 370,000) | AID 720702, 2013 | inhibition, % at 12.8 µM | T5PNP hydrolysis, p-nitrophenol absorbance 415 nm;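 active = inhibition above the mean of all tested compounds plus 3 SD, set per campaign, cut at about 25% in these data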;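 note: 0% = DMSO with enzyme and 100% = buffer with substrate but no TDP2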
Target sequence (O95551 whole entry, looked up): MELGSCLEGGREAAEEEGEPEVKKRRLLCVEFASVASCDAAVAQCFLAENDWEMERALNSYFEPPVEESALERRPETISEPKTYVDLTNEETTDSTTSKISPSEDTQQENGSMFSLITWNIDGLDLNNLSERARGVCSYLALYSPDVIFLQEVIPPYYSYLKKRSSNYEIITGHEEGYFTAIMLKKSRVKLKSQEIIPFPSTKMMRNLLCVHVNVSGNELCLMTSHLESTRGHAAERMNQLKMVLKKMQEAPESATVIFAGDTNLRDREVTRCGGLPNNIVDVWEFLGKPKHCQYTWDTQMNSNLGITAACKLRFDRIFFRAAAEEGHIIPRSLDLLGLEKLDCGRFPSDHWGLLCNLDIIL
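Read-out basis: percent inhibition. System: recombinant human TDP2. Buffer or medium: Mg2+-containing Tris-HCl buffer, pH 7.5. Repeats: single replicate. Timing: reaction 2 h, 37 °C. Benchmarks: high control without enzyme, low control DMSO plus TDP2. Probe or stimulus: 5 mM T5PNP. Doses: 12.8 µM only. Measured by: epi absorbance of p-nitrophenol freed from T5PNP by hydrolysis.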
Tn6 DDE FP: inhibitors of Tn6 peptide binding to fibrin DD(E), primary screen, biochemical, fluorescence polarization, human fibrin, Tn6 probe. inhibition, % at 8.3 µM. Fibrin DD(E) TRITC-Tn6 fluorescence polarization displacement. AID 720509, 2013. Fibrinogen beta chain (Homo sapiens), P02675. actives 0.21% (n = 370,000);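 active = inhibition above a per-campaign cutoff: mean of compounds within control limits plus 3 SD, cut at about 15% in these data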;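 note: 0% = median of all compound wells on the plate and 100% = blocking peptide control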
ADAM17 inh: ADAM17 inhibitors, primary screen, biochemical, QFRET. recombinant ADAM17, EDANS/DABCYL FRET peptide cleavage. actives 0.83% (n = 370,000). Disintegrin and metalloproteinase domain-containing protein 17 (Homo sapiens), P78536. inhibition, % at 6.95 µM;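 active = inhibition above the mean of compounds lying between control limits plus 3 SD, set per campaign, cut at about 8.5% in these data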;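 note: 0% = DMSO-only wells as the low control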
ASAP1 GAP inh: inhibitors of human ASAP1 ArfGAP activity, primary screen, biochemical, fluorescence polarization; Arf-GAP with SH3 domain, ANK repeat and PH domain-containing protein 1 (Homo sapiens), …; ASAP1-stimulated ARF1 GTP hydrolysis, GDP FP detection; inhibition, % at 16.5 µM; actives 0.19% (n = 360,000); AID 624377, 2012; in the data active = inhibition above about 25%;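 note: 0% = vehicle with enzyme and substrate and 100% = no enzyme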
Active calls of the source: *; i = inactive; / = no result given.

Below each SMILES: PLC-gamma1 inh	ADAM10 inh	Tn7 DDE FP	PLC-beta3 inh	SIAE primary	ARFGAP1 inhibitor	TDP2 inh	Tn6 DDE FP	ADAM17 inh	ASAP1 GAP inh
1: Cc1nc2sc3c(c2c(=O)[nH]1)CCCCC3
  -1	-32	-12	1	3	8	1	5	-3	3
2: O=C(NCc1cccs1)C1CCCN1C(=O)Nc1cccc(F)c1 (configuration not stated)
  -1	-10	3	-3	-6	-12	-6	-1	-3	-11
3: Cc1c(C(=O)Nc2ccccc2)cnn1-c1ccccc1
  0	9	3	-4	3	-2	-15	4	-1	11
4: CCOC(=O)C(=Cc1cn(C)c2ccc(S(=O)(=O)N(C)C)cc12)C(=O)OCC
  -2	0	3	-3	6	0	-1	5	-1	6
5: CC(C)=CCc1ccc(O)c(=O)cc1C(C)C
  -2	10	5	-3	7	10	-1	-2	2	-12
6: COc1ccccc1CN1C(=O)[C@@H]2C(CC(N)=O)NC3(C(=O)Nc4c3ccc(Cl)c4C)[C@@H]2C1=O (some centres not stated)
  2	-1	0	-3	-1	3	4	-6	-1	-6
7: CCOC(=O)c1ccccc1NC(=O)CSc1ccccc1
  2	6	0	0	-7	3	-3	0	1	-4
8: COc1ccccc1-c1noc(CCCC(=O)N2CCOCC2)n1
  4	7	6	-3	-1	-4	-13	-3	0	6
9: Cc1c(C(=O)N2CCOCC2)sc(NC(=O)c2ccc([N+](=O)[O-])cc2)c1C#N
  -3	-1	10	-6	2	-1	8	-2	-3	7
10: Cc1ccc([N+](=O)[O-])cc1NC(=O)C[n+]1ccccc1
  1	-4	2	1	-9	18	7	3	-3	-20
11: O=C(O)C1CN(c2nc(Cl)ccc2[N+](=O)[O-])C1
  4	9	-5	0	4	-4	-6	-1	0	-3
12: CCCCN(C(=O)c1cc2c(s1)CCCCC2)c1c(N)n(CC(C)C)c(=O)[nH]c1=O
  1	-4	1	-3	16	-12	9	1	-4	1
13: N#C/C(=C\c1c(N2CCOCC2)nc2ccccn2c1=O)S(=O)(=O)c1ccccc1
  -15	-11	-9	-23	0	1	-14	-7	3	4
14: CC(/C=N/N1CCN(c2ccccn2)CC1)=C\c1ccccc1
  3	-3	4	0	6	1	1	4	1	15
15: CC1(C(=O)Nc2nnc(C(C)(C)C)s2)Cc2ccccc2C(=O)O1 (configuration not stated)
  2	-7	0	2	-4	-5	-11	-4	2	-17
16: Cc1ccc(C(=O)N/N=C/c2ccc([N+](=O)[O-])s2)cc1
  -5	-9	0	-4	-2	1	-4	3	-3	1
17: CC(OC(=O)CCc1nc2ccccc2[nH]c1=O)C(=O)c1ccccc1 (configuration not stated)
  -18	-83	0	-20	5	4	2	-2	-20	1
18: COc1cc(C(=O)OC2CCN(C)CC2)cc(OC)c1OC
  3	7	-3	4	-1	-2	4	-1	-3	2
19: Cc1onc(-c2ccccc2Cl)c1C(=O)N1CCN=C1SCc1cccnc1
  1	-11	-9	3	0	-10	-9	3	-3	2
20: CCOC(=O)c1cnn(-c2nc(-c3cccc(F)c3)cs2)c1C(F)(F)F
  -28	-23	-1	-40	-8	5	-8	-5	0	-9
21: CCCNC(=O)C1(C)CCCN(Cc2ccc(-c3ccccn3)cc2)C1 (configuration not stated)
  1	0	-2	2	3	7	1	9	-5	5
22: COc1ccccc1NC(=S)N1C2CCC1CC(NC(=O)NC13CC4CC(CC(C4)C1)C3)C2 (configuration not stated)
  3	3	0	3	-2	1	3	8	-3	3
23: COc1ccc(-c2nnc(SCc3nc4ccccc4s3)n2C(C)C)cc1
  -6	5	11	-8	-1	-10	-7	0	-2	-1
24: O=C1COc2ccc(S(=O)(=O)NCc3ccc(Cl)cc3)cc2N1
  -3	-5	2	-12	1	10	-8	4	-4	-7
25: O=c1[nH]c(CSc2ncc(C(F)(F)F)cc2Cl)nc2cc(C(F)(F)F)ccc12
  -6	-4	7	-16	3	-16	-4	5	-5	7
26: O=C(O)CCCN1C(=O)/C(=C\c2ccco2)SC1=S
  15*	-6	-4	-8	4	-4	0	0	-1	8
27: COc1cc(OC)cc(C(=O)N2CCCC(c3nc(-c4ccc(C)o4)no3)C2)c1 (configuration not stated)
  2	11	-7	-8	4	-3	-14	6	3	1
28: CC(CC(=O)N(C)CC(=O)Nc1ccc(N2CCOCC2)cc1)c1ccccc1 (configuration not stated)
  -1	-2	2	-4	9	-9	-11	6	-5	-13
29: O=C1[C@H]2[C@@H](c3ccc(F)cc3)N3C(=O)N(c4ccccc4)C(=O)[C@@]3(Cc3ccccc3)[C@H]2C(=O)N1C1CCCCC1
  2	24*	-3	3	-9	1	-6	3	7	-1
30: CNC(=O)c1cc2ccc(OC)cc2oc1=O
  -281	i	-4	-368	3	2	-2	5	i	-4
31: C=CCn1c(-c2ccc3[nH]c(C)c(C)c3c2)n[nH]c1=S
  -7	6	-8	-10	9	-7	2	0	1	0
32: Cc1nnc(NC(=O)C2CCN(c3cnccn3)CC2)s1
  -6	-13	-5	-7	-5	8	7	-7	-8	3
33: COc1cc(/C=C2\NC(=O)NC2=O)cc(Br)c1OC
  -11	-7	-1	-19	0	1	-5	-1	-5	0
34: CN(C)CC1CCCCC1OC(=O)c1ccc(Br)cc1 (configuration not stated)
  7	15	5	2	1	1	-6	-6	-2	10
35: O=C(CSc1nc2ccccc2s1)Nc1cc(S(=O)(=O)N2CCOCC2)ccc1O
  1	6	1	0	-71	7	8	3	0	-5
36: Cc1cccc(NC(=O)c2ccc(S(=O)(=O)C(F)F)cc2)c1C
  3	4	-6	3	4	5	-2	-2	0	1
37: Cc1ccccc1Nc1nc(N)nc(CSc2n[nH]c(N)n2)n1
  0	-5	2	-6	1	-1	6	5	-3	7
38: COc1ccc(-c2nc3cc(C)ccn3c2NCC2CCCO2)cc1OC (configuration not stated)
  -133	-23	-4	-175	-2	4	8	0	-12	-6
39: Fc1ccc2[nH]c3c(N4CCN(c5ccccc5)CC4)ncnc3c2c1
  -22	-5	-1	-24	17	11	-7	-5	0	0
40: Nc1cc(=O)[nH]c(SCC(=O)NNC(=O)Cc2ccccc2)n1
  -1	-1	-2	0	-2	2	4	-2	-1	14
41: Cc1ccc(OCC(=O)Nc2cccc3nsnc23)c(C)c1
  -33	-11	5	-41	33*	3	0	2	-2	8
42: O=C(NC1CCCCC1)C1(S(=O)(=O)c2ccc(Cl)cc2)CC1
  1	-2	4	-7	-2	9	0	2	-2	-2
43: Cc1ccc(NC(=O)COC(=O)Cn2c(C)csc2=O)cc1
  -1	-5	3	3	1	-4	8	-6	-1	6
44: Cc1ccc(-n2ncc(-c3nn[nH]n3)c2N)cc1
  -1	-5	-3	-4	-10	2	3	-13	-5	-1
45: CC(C)C[C@H](NC(=O)c1nc[nH]c1C(=O)NC(c1ccccc1)c1ccccc1)C(=O)OCc1ccccc1
  4	23*	0	7	-33	11	-1	-11	7	14
46: CC(NC(=O)C1(S(=O)(=O)c2ccc(Cl)cc2)CC1)c1ccccc1 (configuration not stated)
  0	-1	8	0	-2	6	-9	3	-3	6
47: N#Cc1c2c(c(-n3cnc4ccccc43)n3c1nc1ccccc13)CCC2
  -55	-10	10	-56	3	-4	10	1	-7	-14
48: CC(C)n1c(=O)c2ccccc2n1Cc1cn(Cc2cccs2)nn1
  -39	-290	0	-61	-1	9	-5	0	-85	-3
49: CC1CCN(C(=O)CN2C(=O)NC3(CCC(C)CC3)C2=O)CC1 (configuration not stated)
  -2	-15	2	-6	4	2	-2	7	-2	3
50: CCC(OC(=O)c1nsc(Cl)c1Cl)C(=O)NC(C)(C)C (configuration not stated)
  0	-2	-5	4	-3	-3	7	8	-1	-1
51: C=CCNC(=S)NNC(=O)c1ccco1
  0	-7	5	0	-2	8	-3	-2	-1	-11
52: COc1ccccc1NCC(=O)N/N=C(\C)c1cccs1
  -1	-3	-1	-2	3	-6	7	-5	-4	-5
53: CC1Oc2ccccc2N(CC(=O)NCC2CCCO2)C1=O (configuration not stated)
  -3	2	7	3	8	1	10	5	-3	-6
54: Cc1cc(NN)nc(NS(=O)(=O)c2ccccc2)n1
  -6	-2	0	-9	7	4	5	7	-1	5
55: O=C(NCc1cccs1)c1ccc2ccccc2n1
  2	-6	-2	-2	14	-1	8	-2	-3	-10
56: CC(=O)c1ccc(C(=O)N2CCCC(CNC(=O)c3ccccc3Cl)C2)cc1 (configuration not stated)
  -2	1	0	-3	3	9	9	11	-2	-9
57: COc1ccc(C(O)c2nc(-c3ccc(OC)nc3)cs2)cc1 (configuration not stated)
  0	-10	-2	-1	-2	6	6	-5	-4	10
58: Brc1cccc(C=Nc2cccc3ncccc23)c1
  -11	2	-8	-33	3	1	-1	-2	-3	-8
59: O=C(NC1CC[C@@]23CCCN2C(=O)CCC[C@H]3C1)c1ccccc1 (some centres not stated)
  0	-1	-3	-2	-1	/	0	3	-2	/
60: Cc1nn(-c2ccccc2)c(Cl)c1C(=O)NNC(=O)c1ccncc1
  3	0	-1	-3	-2	-13	3	1	0	1
61: Cc1ccc(NC(=O)c2nc[nH]c2C(=O)N(C)Cc2ccccc2)cc1
  1	16	8	0	-5	-3	-7	8	8	-6
